Bioassay records deposited in PubChem BioAssay by National Center for Advancing Translational Sciences (NCATS).
FBPA coupling cs: qHTS Assay for Inhibitors of Fructose-1,6-bisphosphate Aldolase from Giardia Lamblia: Coupling assay counterscreen. activity change, negative = inhibition, % at 58.2 µM, hits read low. coupling enzyme system counterscreen, AmpLite Red fluorescence. AID 2472, 2010. 0.67% of 290,000 active; in the data active = activity change below about -30%; note: % is set by controls: 0 for no effect and ±100 for the full control effect
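Final compound at 57.5 uM, incubated 10 min at RT with coupling enzyme reagent (glyceraldehyde-3-phosphate), then 20 min with substrate and AmpLite Red detection. Fluorescence read at 525/598 nm; tests interference with the coupling assay, not aldolase inhibition.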
Menin-MLL TR inh: qHTS Assay for Inhibitors Targeting the Menin-MLL Interaction in MLL Related Leukemias: Competition With Texas Red Labeled MLL-derived Mutant Peptide; O00255; Menin + Texas Red MLL mutant peptide, fluorescence polarization; Potency, µM (doses to about 61.6 µM), inactives show top-dose FP activity change, negative = inhibition, actives largely listed as inhibitors; 0.23% of 270,000 active; AID 1768, 2009; active = well fitted inhibition curve with a large enough effect in the polarisation, with a control signal flat, not every such curve was filed as active; inconclusive = small, poorly fitted or top-dose-only effect, or effect the other way, or a change in a side signal; inactive = no such curve, though single readings can be large or run the other way; the % refers to the polarisation; note: potency is the fitted concentration of half-maximal effect; % of control where 0% means no effect; many of its hits are not listed in these tables
Target sequence (O00255 whole entry, looked up): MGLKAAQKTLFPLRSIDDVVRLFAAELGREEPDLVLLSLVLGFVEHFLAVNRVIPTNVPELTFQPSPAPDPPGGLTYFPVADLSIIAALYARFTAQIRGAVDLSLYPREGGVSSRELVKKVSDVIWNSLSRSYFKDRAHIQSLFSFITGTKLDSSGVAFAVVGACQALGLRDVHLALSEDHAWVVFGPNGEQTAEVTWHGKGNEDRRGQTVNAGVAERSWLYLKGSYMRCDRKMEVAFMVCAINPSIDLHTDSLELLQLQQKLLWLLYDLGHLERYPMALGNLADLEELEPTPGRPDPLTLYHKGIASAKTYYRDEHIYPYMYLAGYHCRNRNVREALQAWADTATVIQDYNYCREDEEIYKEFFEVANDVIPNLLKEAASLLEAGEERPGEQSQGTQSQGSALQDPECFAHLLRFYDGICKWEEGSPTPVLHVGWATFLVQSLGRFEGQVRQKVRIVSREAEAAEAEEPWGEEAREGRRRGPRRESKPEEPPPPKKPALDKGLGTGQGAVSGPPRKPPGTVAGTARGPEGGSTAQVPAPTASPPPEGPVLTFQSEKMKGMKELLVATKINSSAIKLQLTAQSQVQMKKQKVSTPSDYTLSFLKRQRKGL
Starred values were filed as active, the others as inactive; ? = inconclusive; & = joins results of further samples; [ ] = dose if it differs, or a comment.

SMILES | FBPA coupling cs | Menin-MLL TR inh
C[C@@H]1CC[C@H]2C(=O)NC[C@@H](O)CN2[C@@H]1c1ccc(Br)cc1 | 0 | 0%[11.7 µM]
CCCCCCCCCCCCCc1ccco1 | 1 | 0%
C=C1CC[C@H](O)C/C1=C/C=C1\CCC[C@]2(C)[C@H]1CC[C@H]2[C@@H](C)/C=C\[C@@H](C)C(C)C | -6 | -24%[24.8 µM]
O=C(NCCN1CCCCC1)c1ccc(I)cc1 | 1 | 4%[24.8 µM]
CCNc1ncc2nc(-c3ccccc3)c(=O)n(Cc3cccs3)c2n1 | 4 | 9%
CO[C@H]1COC(=O)[C@H](C)NC(=O)C/C=C\[C@@H](C)[C@H](OC)COC(=O)[C@@H](OCc2ccccc2)/C=C\[C@@H]1C | -1 | -10%[11.7 µM]
Cn1c(=O)c(-c2cc(F)cc(F)c2)nc2cnc(Oc3ccccc3)nc21 | -1 | 13%
COC(=O)CCCC[C@@H]1SC[C@@H]2NC(=O)N[C@@H]21 | -1 | 9%[24.8 µM]
O=C(c1ccc(OCCCc2cnc[nH]2)cc1)C1CC1 | 1&0 | -2%&-15%
COc1ccc(C2CC(=O)Oc3ccc(O)cc32)cc1 (centres undefined) | 1 | 17%[94.6 µM]
COc1cccc(-c2nnc3n2N=C(c2c(OC)cccc2OC)CS3)c1 | 6 | -24%
Cc1cnc(CNc2ncncc2-c2ccccc2CN(C)C)cn1 | 1 | 5%
COc1ncc2nc(-c3ccc(F)cc3)c(=O)n(C3CC3)c2n1 | 2 | -5%
COCCn1c(=O)c(-c2ccc(OC)cc2)nc2cnc(N3CCN(C)CC3)nc21 | -1 | -14%
O=C(Oc1ccccc1)N1CCC2(CCCN(c3ccccc3)C2)CC1 | 1 | -19%
CN(C)c1ncc2nc(-c3ccc(F)cc3)c(=O)n(-c3ccccc3)c2n1 | 4 | 2%
CN(C)C(=O)c1ccc(-c2nccc(-n3ccnc3)n2)cc1 | 3 | -6%
COC(=O)CC1C(C)(C)C(=O)C2CC3C4=CC(=O)OC(c5ccoc5)[C@]4(C)CCC3[C@@]1(C)C2=O (some centres undefined) | -4 | -11%
C=C[C@](C)(O)CCC1C(=C)CCC2[C@@](C)(CO)CCC[C@@]12C (some centres undefined) | 1 | -10%
O=c1[nH]c2cc(Cl)c(Cl)cc2[nH]c1=O | 0 | ?

The last four entries of the section above open the next one:
SMILES | FBPA coupling cs | Menin-MLL TR inh
CN(C)C(=O)c1ccc(-c2nccc(-n3ccnc3)n2)cc1 | 3 | -6%
COC(=O)CC1C(C)(C)C(=O)C2CC3C4=CC(=O)OC(c5ccoc5)[C@]4(C)CCC3[C@@]1(C)C2=O (some centres undefined) | -4 | -11%
C=C[C@](C)(O)CCC1C(=C)CCC2[C@@](C)(CO)CCC[C@@]12C (some centres undefined) | 1 | -10%
O=c1[nH]c2cc(Cl)c(Cl)cc2[nH]c1=O | 0 | ?
CS(=O)(=O)Nc1cccc(-c2nc(Nc3ccc(F)cc3)c3ccccc3n2)c1 | -4 | -45%
CCCCCCCCCCOc1cc(OCCCCCCCCCC)cc(N(CC(=O)O)CC(=O)O)c1 | 6 | -5%
COc1cccc(Cn2c(=O)c(-c3cccc(Cl)c3)nc3cncnc32)c1 | -3 | 41%[activator]
NCCC[C@@H](CC(=O)N[C@@H]1CCNC[C@H]1C(=O)N[C@H](CC(=O)N[C@@H](CCC(=O)O)CC(=O)O)Cc1c[nH]c2ccccc12)NC(=O)C[C@H](Cc1ccccc1)NC(=O)[C@@H]1CNCC[C@H]1N | -4 | 5%
COc1cccc(-c2nc(NCCc3c[nH]c4ccc(OC)cc34)c3ccccc3n2)c1 | -6 | ?
CCCCCCCCc1ccc(-c2ccc(C(=O)O)cc2)cc1 | 14&20 | 54%[activator]
Cc1ccncc1C(=O)O | 0 | 6%
O=C(O)c1ccc(-c2ccc(-c3ccccc3)cc2)o1 | 10 | 1%[94.6 µM]
Cc1ccccc1C1CC(=O)Oc2cc(C)c(Cl)c(C)c21 (centres undefined) | 2 | 7%[94.6 µM]
CCCCCCCCN[C@@H](C)[C@H](O)c1ccc(SC(C)C)cc1 | -1 | -9%[24.8 µM]
Cc1cnc(CNc2cc(-c3c(C)noc3C)ncn2)cn1 | 3 | -1%
COC(=O)C1OC(=O)C2OC23[C@]2(C)C(OC(C)=O)CC4C(C)(C)C(=O)CC[C@]4(C)C2CC[C@@]13C (some centres undefined) | 3 | -5%
CSCC[C@H](NC(=O)CN)C(=O)N[C@@H](CC(=O)O)C(=O)N[C@@H](CO)C(=O)N[C@@H](CC(C)C)C(=O)N[C@@H](C)C(=O)N[C@@H](Cc1ccccc1)C(=O)N[C@@H](CO)C(=O)NCC(=O)NCC(=O)N[C@@H](CC(C)C)C(N)=O | 1 | 0%
COc1ncc2nc(-c3cc(F)cc(F)c3)c(=O)n(C3CC3)c2n1 | 0 | -16%
O=C1CC2(CCCC2)CC(=O)N1CCNC[C@H]1COc2ccccc2O1 | 1 | -12%[24.8 µM]
CN1CCN(c2ncc3nc(-c4ccc(Cl)cc4)c(=O)n(-c4ccccc4)c3n2)CC1 | 5 | 16%
COc1cc(-c2oc3cc(O)cc(O)c3c(=O)c2OC[C@@H]2OC(O[C@@H]3O[C@@H](C)[C@H](O)[C@@H](O)[C@H]3O)[C@@H](O)[C@H](O)[C@@H]2O)ccc1O (some centres undefined) | 4 | 2%
COc1ccc(COC(=O)N/N=C2/C[C@@H](O)[C@@H](O)[C@@H]3[C@@H]4C(=O)N(C5CCCCC5)C(=O)[C@H]4CC[C@H]23)cc1 | 3 | 4%[11.7 µM]
COCCn1c(=O)c(-c2cccs2)nc2cnc(OC)nc21 | 2 | 0%
CC(=O)N[C@@H](Cc1c[nH]c2ccccc12)C(=O)O | 1 | -3%
CC(=O)OC1CC[C@@]2(C)C3CC(=O)[C@]4(C)C(C(C)=O)=CCC4C3CC[C@H]2C1 (some centres undefined) | 5 | 9%
CC(C)C[C@@H](CC(=O)N[C@@H](CCC(=O)O)CC(=O)O)NC(=O)[C@@H]1CNCC[C@H]1NC(=O)C[C@@H](NC(=O)C[C@H](Cc1c[nH]c2ccccc12)NC(=O)[C@@H]1CNCC[C@H]1N)C(C)C | 0 | -21%
CC[C@H](C)[C@H](NC(=O)[C@@H](NC(=O)[C@@H](NC(=O)[C@H](CCC(=O)O)NC(=O)[C@H](CCC(=O)O)NC(=O)[C@H](CCC(=O)O)NC(=O)[C@H](C)NC(=O)[C@@H](N)CC(C)C)C(C)C)C(C)C)C(=O)N[C@@H](CCCNC(=N)N)C(=O)N[C@@H](CO)C(=O)N[C@@H](C)C(=O)N[C@@H](CC(N)=O)C(=O)N[C@@H](Cc1ccccc1)C(=O)N[C@H](C(=O)N[C@@H](CC(=O)O)C(=O)N[C@@H](CC(N)=O)C(=O)O)[C@@H](C)O | 10 | 14%
CC1=CC(=O)C2=C(C)C[C@@H]3OC(=O)[C@@H](C)[C@H]3C=C12 | 6 | -9%
Cc1nc2cnc(OCc3ccccc3)nc2n(CCc2ccccc2)c1=O | 1 | -2%
COc1ncc2nc(-c3cccs3)c(=O)n(-c3ccccc3)c2n1 | -1 | ?
CCCc1c(OCC(O)COc2ccc3c(=O)cc(C(=O)O)oc3c2CCC)ccc(C(C)=O)c1O (centres undefined) | 3&8 | 42%&59%[activator]
Cc1[nH]c(=O)c(C#N)cc1-c1ccc2nccn2c1 | 3 | 0%&1%
COc1cccc(Cn2c(=O)c(-c3ccccc3)nc3cnc(N4CCN(C)CC4)nc32)c1 | 4 | 14%
Cc1noc(C)c1C(=O)N1CCC2(CCCN(C(=O)NC(C)C)C2)CC1 | 1 | 14%
CC(=O)N1CC[C@@H]2CC(=O)CC[C@@H]21 | 1 | 3%[138 µM]
C=C(C)C(O)/C=C/c1ccc(OC)cc1 (centres undefined) | 1 | -27%[11.7 µM]
COc1ncc2nc(C)c(=O)n(-c3ccccc3)c2n1 | 3 | -2%
CC1CCC2C(=O)OC(CN=[N+]=[N-])CN2C1c1ccc(Br)cc1 (centres undefined) | 1&7&2&-1&-2&-29 | -2%&2%&5%&12%&2%&-3%[11.7 µM]
COC(=O)NC(/C(C(=O)OC)=C(\C)NCc1ccccc1)c1ccco1 (centres undefined) | 1 | 12%[11.7 µM]
O=c1c(-c2ccc(F)cc2)nc2cnc(Oc3cccc(Cl)c3)nc2n1C1CC1 | 0 | ?
COc1cccc(Cn2c(=O)c(-c3cn(C)c4ccccc34)nc3cnc(N4CCNCC4)nc32)c1 | 1 | -11%
O=P(O)(O)OC1[C@H](O)[C@H](OP(=O)(O)O)C(OP(=O)(O)O)[C@H](OP(=O)(O)O)[C@H]1O (some centres undefined) | 0 | -21%[2.28 µM]
CCCCC/C=C\C[C@@H](O)/C=C/C=C\C/C=C\CCCC(=O)O | 4 | 12%
COc1cc(N)c(Cl)cc1C(=O)OCCN1CCCCC1 | -1 | 13%&-3%
CC[C@H](C)[C@H](NC(=O)CNC(=O)[C@H](CCCNC(=N)N)NC(=O)[C@H](CO)NC(=O)[C@H](C)NC(=O)[C@H](Cc1ccc(O)cc1)NC(=O)[C@H](Cc1c[nH]c2ccccc12)NC(=O)[C@H](C)NC(=O)[C@@H]1CCCN1C(=O)[C@H](CC(N)=O)NC(=O)[C@@H](NC(=O)[C@H](CC(=O)O)NC(=O)[C@@H]1CCCN1C(=O)[C@@H](NC(=O)[C@H](CCCNC(=N)N)NC(=O)[C@@H](NC(=O)[C@H](CCC(=O)O)NC(=O)[C@H](CCSC)NC(=O)[C@H](CO)NC(=O)[C@H](Cc1cnc[nH]1)NC(=O)[C@H](CCCNC(=N)N)NC(=O)[C@H](Cc1cnc[nH]1)NC(=O)[C@@H](NC(=O)[C@H](CCCNC(=N)N)NC(=O)[C@@H](N)CO)[C@@H](C)O)[C@@H](C)CC)[C@@H](C)O)[C@@H](C)CC)C(=O)N[C@@H](CCCNC(=N)N)C(=O)N1CCC[C@H]1C(=O)N[C@H](C(=O)NCC(=O)N[C@@H](CCCNC(=N)N)C(=O)N[C@@H](Cc1ccccc1)C(N)=O)C(C)C | 1 | 1%
CC(C)CCC[C@@H](C)[C@H]1CC[C@H]2[C@@H]3CC=C4C[C@@H](O)CC[C@]4(C)[C@H]3CC[C@]12C | 1 | 1%
CN(C)C(=O)c1ccc(-c2cncnc2N2CCNCC2)cc1 | 5 | 2%
Cc1noc(C)c1C(=O)N1CCC[C@@]2(CCN(C(=O)Nc3ccccc3)C2)C1 | -1 | -8%
CCCCCC(=O)c1c(O)cc(OC)c(Cl)c1O | 2 | ?
CC1OC(OC2CCC3(C)C(CCC4C3CC(O)C3(C)C(C5=CC(=O)OC5)CCC43O)C2)CC(O)C1OC1CC(O)C(OC2CC(O)C(OC3OC(CO)C(O)C(O)C3O)C(C)O2)C(C)O1 (centres undefined) | 3 | 6%
OC1OC[C@@H](O)[C@@H](O)[C@@H]1O (some centres undefined) | -1 | -4%
CCOC(=O)N/N=C1/C[C@@H](O)[C@@H](O)[C@@H]2[C@@H]3C(=O)N(Cc4ccc5c(c4)OCO5)C(=O)[C@H]3CC[C@H]12 | 0 | -10%[11.7 µM]
O=C(c1csnn1)N1CCC2(CCCN(c3cccc(-c4ccccc4)c3)C2)CC1 | 0 | 3%
CC[C@H](NC(=O)[C@H](CCC(=O)O)NC(=O)[C@H](CCC(=O)O)NC(=O)[C@H](CC(=O)O[S+](=O)([O-])c1cccc2c(NCCN)cccc12)NC(=O)[C@H](CCC(=O)O)NC(=O)[C@H](CC(=O)O)NC(C)=O)C(=O)ON[C@@H](C)C(=O)N[C@@H](CO)C(=O)N[C@@H](CCCCNC(=O)c1ccc(N=Nc2ccc(N(C)C)cc2)cc1)C(N)=O | -1 | -2%
O=c1c(O)c(-c2ccccc2O)oc2cc(O)cc(O)c12 | 0 | 21%
CCC(=O)OC1(C)C(=O)C=C2C=C(/C=C/COC)OC=C2C1=O (centres undefined) | -1 | -9%
Cc1noc(C)c1-c1cc(N(C)Cc2ccco2)ncn1 | 0 | 9%
COc1cc(OC)cc(-c2nnc3n2N=C(c2cc(OC)ccc2OC)CS3)c1 | -1 | ?
COc1ccc2c(c1)O[C@@H](c1ccc3c(c1)OCO3)[C@H](OC(=O)NS(=O)(=O)c1ccc(C)cc1)C2=O | 5 | 11%
CO[C@@H]1COC(=O)C/C=C\[C@@H](C)COC(=O)[C@H](COCc2ccccc2)NC(=O)C/C=C\[C@H]1C | -1 | 0%[11.7 µM]
Cc1nc2cnc(Oc3ccccc3)nc2n(CCC#N)c1=O | 2 | 7%
COC(=O)N1CCC2(CCN(C(=O)Nc3ccccc3)CC2)CC1 | 2 | -3%
CO[C@]1(C2=NCCN2)COc2ccccc2O1 | 2 | -3%[24.8 µM]
CC#CCOC(=O)c1c(C)nc2sc3c(c2c1N)CC[C@@H](O)C3 | 2 | -16%[24.8 µM]
COc1ccc(C(=O)N2CCC3(CCN(Cc4ccccc4)CC3)CC2)cc1 | 0 | -14%

Some of these compounds in order of heavy-atom count, low to high.
SMILES | FBPA coupling cs | Menin-MLL TR inh
CCCCCC(=O)c1c(O)cc(OC)c(Cl)c1O | 2 | ?
CC#CCOC(=O)c1c(C)nc2sc3c(c2c1N)CC[C@@H](O)C3 | 2 | -16%[24.8 µM]
COc1ccc2c(c1)O[C@@H](c1ccc3c(c1)OCO3)[C@H](OC(=O)NS(=O)(=O)c1ccc(C)cc1)C2=O | 5 | 11%

Only part of the results is shown, so the mix of outcomes need not match the whole.
